Assay outcomes from PubChem BioAssay.
FBPA Giardia inh: blocks Giardia fructose-bisphosphate aldolase activity | A8B2U2 | purified Giardia FBPA | Potency, µM (titrated, usually from 59.6 µM), for inactives: at the top dose activity, negative = inhibition, most hits filed as inhibitors | hit rate 0.71% among 290,000; note: potency is the fitted concentration of half-maximal effect; nearly all actives have a fitted effect of over 55% in size
Target sequence (A8B2U2 whole entry, looked up): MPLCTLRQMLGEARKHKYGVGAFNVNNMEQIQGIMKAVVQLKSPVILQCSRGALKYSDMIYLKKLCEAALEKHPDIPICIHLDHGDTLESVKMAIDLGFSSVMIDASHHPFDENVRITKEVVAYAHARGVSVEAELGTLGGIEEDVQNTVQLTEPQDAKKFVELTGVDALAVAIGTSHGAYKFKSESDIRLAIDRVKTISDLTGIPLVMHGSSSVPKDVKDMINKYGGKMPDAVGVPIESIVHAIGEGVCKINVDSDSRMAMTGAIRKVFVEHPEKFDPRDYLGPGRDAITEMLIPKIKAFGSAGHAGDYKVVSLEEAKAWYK
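40 nM FBPA preincubated 10 min at RT with compound (up to 57.5 uM final), then substrate plus GAPDH/TPI/NAD/arsenate coupling and diaphorase/resazurin added. Fluorescence read after 20 min at RT, 525/598 nm.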
AMA1-RON2 inh: inhibitors of Plasmodium falciparum AMA1-RON2 interaction. AlphaScreen AMA1-biotinylated RON2 peptide binding. Potency, µM (titrated, usually from 58.2 µM), without a hit: top-dose activity change, negative = inhibition, usual class: inhibitors. hit rate 0.2% among 360,000;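 note: potency is the fitted concentration of half-maximal effect; 0% = vehicle wells and -100% = peptide control; nearly all actives have a fitted effect of over 45% in size; some results filed as inactive show a strong effect at the top dose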
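AMA1 (3D7) with his tag at 25 nM final met compounds first, then biotinylated RON2 peptide at 25 nM; detection used donor plus acceptor beads, 10 µg/mL apiece, read by AlphaScreen after 30 min at room temperature.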
Sm TGR inh: S. mansoni TGR enzyme inhibition; hit rate 3% among 360,000; purified TGR, DTNB reduction, TNB absorbance 405 nm; Potency, µM (series often up to 114 µM), for inactives: top-dose activity change, negative = inhibition, most hits filed as inhibitors; note: potency is the fitted concentration of half-maximal effect; nearly all actives have a fitted effect of over 60% in size
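First, TGR (20 nM dispensed) and NADPH were mixed with compound. Second, a 15 min room-temperature incubation followed. Third, further NADPH and then DTNB were added to start the reaction. Finally, TNB absorbance was monitored kinetically.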
AmpC detergent: blocks E. coli AmpC beta-lactamase in detergent assay; AmpC hydrolysis of nitrocefin, absorbance 480 nm, 0.01% Triton; Potency, µM (highest dose often 114 µM), for inactives: at the highest dose activity change, negative = inhibition, hits mostly inhibitors; hit rate 0.041% among 370,000;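 note: potency is the fitted concentration of half-maximal effect; 0% = no-compound wells and -100% = no-enzyme wells; nearly all actives have a fitted effect of over 25% in size; some results filed as inactive show a strong effect at the top dose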
Target sequence (P00811 whole entry, looked up): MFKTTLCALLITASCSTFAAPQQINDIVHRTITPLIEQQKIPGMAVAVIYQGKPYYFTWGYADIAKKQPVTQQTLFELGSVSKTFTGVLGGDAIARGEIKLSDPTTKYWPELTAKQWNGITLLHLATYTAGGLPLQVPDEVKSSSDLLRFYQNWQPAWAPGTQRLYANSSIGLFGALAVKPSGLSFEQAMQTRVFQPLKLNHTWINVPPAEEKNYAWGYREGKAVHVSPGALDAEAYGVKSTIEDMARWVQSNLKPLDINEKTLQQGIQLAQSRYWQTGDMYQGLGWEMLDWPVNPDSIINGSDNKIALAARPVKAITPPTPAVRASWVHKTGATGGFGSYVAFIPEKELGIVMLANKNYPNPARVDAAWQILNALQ
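AmpC (5.3 nM in the dispensed reagent) in 20 mM phosphate pH 7.0 with 0.01% (detergent screen) or 0.0001% Triton X-100 was preincubated with compounds for 15 min at room temperature. Nitrocefin was then added from an 800 uM solution, and hydrolysis was followed at 480 nm.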
HCV inhibitor: HCV inhibition | Potency, µM (series often up to 41.8 µM), for the others: at the top dose activity change, negative = inhibition, most hits filed as inhibitors | hit rate 3.4% among 340,000 | Huh7.5.1 HCVcc-Cre infection, luciferase reporter, 44 h; note: potency is the fitted concentration of half-maximal effect
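Seed cells (1,000/well) for 4 h; treat with compound and infect with HCVcc-Cre, moi about 0.5. Incubate 44 h, then detect luciferase activity.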
HCMV inh: human cytomegalovirus inhibition | HFF cells, HCMV-luciferase reporter, 72 h; stronger effect = lower value | activity change, negative = inhibition, % at 57.5 µM | hit rate 4.5% among 410,000; in the data active = activity change below about -60%; inconclusive = no clear call, values can overlap the other calls; inactive = above about -39%
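Two compound doses tested in HFFs infected with HCMV-luciferase, MOI 1 PFU/cell, 72 h at 37C. Lysate luminescence read with OneGlo; data normalized against buffer-only and 10uM Salinomycin inhibitor controls.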
Active calls of the source: *; u = inconclusive; x = not tested or not shown; [ ] = remark or other dose. Unless noted, calls come from the whole dose curve; as a rule, active = well fitted curve in the direction sought with a large enough effect; inconclusive = small, poorly fitted or top-dose-only effect, or another doubt; inactive = no such curve, though single readings can be large; an effect the other way counts as inactive or inconclusive. Unless noted, % is set by controls: 0 for no effect and ±100 for the full control effect. Rows are unselected; 9.3% or so of the library scored in one or more.

Fields: FBPA Giardia inh | AMA1-RON2 inh | Sm TGR inh | AmpC detergent | HCV inhibitor | HCMV inh
CCN1CCN(C2=C(NS(=O)(=O)c3ccccc3)C(=O)c3ccccc3C2=O)CC1
→ x | -7.1% | u | -7.0% | 11.2µM* | -62.1*
O=C(O/N=C1\CCCCC1c1ccc([N+](=O)[O-])cc1[N+](=O)[O-])c1c(F)cccc1F (stereo unspecified)
→ -29.7% | -26.2% | -11.9% | 3.5% | u | 12.4
CN(CC(=O)NC(=O)NCc1ccco1)CC(=O)Nc1ccccc1Cl
→ -19.5% | 101.7%[activator] | -19.4% | 3.5% | -6.8% | x
COc1ccc2c(C(F)(F)F)cc(=O)oc2c1C
→ 0.5% | -1.9% | -1.4% | 0.4% | 7.7% | 25.6
CN(C(=O)CSc1nnc2n1CCCCC2)C1(C#N)CCCCC1
→ x | 1.3% | x | x | -1.0% | -19.2
O=C1C2CCCN2C(=O)N1CCCN1CCN(c2ccc([N+](=O)[O-])cc2)CC1 (stereo unspecified)
→ u | -19.7% | -9.3% | -19.5% | u | -10.9
Cc1c(CCO)sc[n+]1CC(=O)OC12CC3CC(CC(C3)C1)C2
→ 1.7% | -4.9% | 0.2% | -3.5% | -1.6% | u
Cc1ccc(-c2nc3ccccc3n3nnnc23)cc1
→ 1.1% | -5.3% | 6.5% | u | u | 144.8
CCOC(=O)C1=C(C)NC2=C(C(=O)c3ccccc32)C1c1cccc2ccccc12 (stereo unspecified)
→ -12.7% | -13.1% | -17.7% | -4.3% | 3.8% | -27.0
N#Cc1ccc2c(c1)C[C@]1(c3ccsc3)Oc3c(c(=O)oc4ccccc34)C2O1
→ -1.3%[12.9 µM] | x | 7.08µM* | -2.9%[22.9 µM] | x | x
COc1cccc(/C=C/C(=O)c2ccc3c(c2)OCO3)c1OC
→ x | -11.2% | -19.4% | 4.4% | -6.9% | x
COc1cccc(C(=O)Nc2c(C(=O)N3CCN(c4ccc(F)cc4)CC3)oc3ccccc23)c1
→ x | x | -8.8% | -1.8% | x | -26.5
Cc1ccc(NC(=O)c2c(C)oc3nc(C)nc(N4CCCC4)c23)c(C)c1
→ x | x | 3.1% | 3.3% | x | -32.1
CC(Sc1nnc(CN2CCCC2)n1Cc1ccccc1)C(=O)Nc1ccc(F)cc1 (stereo unspecified)
→ x | 10.6% | -28.6% | 4.2% | -6.9% | -23.5
Cc1ccc(C)c(N)c1
→ x | 0.0% | -9.6% | -10.4% | 1.5% | 10.2

A section from the list above, for reference:
Fields: FBPA Giardia inh | AMA1-RON2 inh | Sm TGR inh | AmpC detergent | HCV inhibitor | HCMV inh
CCN1CCN(C2=C(NS(=O)(=O)c3ccccc3)C(=O)c3ccccc3C2=O)CC1
→ x | -7.1% | u | -7.0% | 11.2µM* | -62.1*
O=C(O/N=C1\CCCCC1c1ccc([N+](=O)[O-])cc1[N+](=O)[O-])c1c(F)cccc1F (stereo unspecified)
→ -29.7% | -26.2% | -11.9% | 3.5% | u | 12.4
CN(CC(=O)NC(=O)NCc1ccco1)CC(=O)Nc1ccccc1Cl
→ -19.5% | 101.7%[activator] | -19.4% | 3.5% | -6.8% | x
COc1ccc2c(C(F)(F)F)cc(=O)oc2c1C
→ 0.5% | -1.9% | -1.4% | 0.4% | 7.7% | 25.6
CN(C(=O)CSc1nnc2n1CCCCC2)C1(C#N)CCCCC1
→ x | 1.3% | x | x | -1.0% | -19.2
O=C1C2CCCN2C(=O)N1CCCN1CCN(c2ccc([N+](=O)[O-])cc2)CC1 (stereo unspecified)
→ u | -19.7% | -9.3% | -19.5% | u | -10.9
Cc1c(CCO)sc[n+]1CC(=O)OC12CC3CC(CC(C3)C1)C2
→ 1.7% | -4.9% | 0.2% | -3.5% | -1.6% | u
Cc1ccc(-c2nc3ccccc3n3nnnc23)cc1
→ 1.1% | -5.3% | 6.5% | u | u | 144.8
CCOC(=O)C1=C(C)NC2=C(C(=O)c3ccccc32)C1c1cccc2ccccc12 (stereo unspecified)
→ -12.7% | -13.1% | -17.7% | -4.3% | 3.8% | -27.0
N#Cc1ccc2c(c1)C[C@]1(c3ccsc3)Oc3c(c(=O)oc4ccccc34)C2O1
→ -1.3%[12.9 µM] | x | 7.08µM* | -2.9%[22.9 µM] | x | x
COc1cccc(/C=C/C(=O)c2ccc3c(c2)OCO3)c1OC
→ x | -11.2% | -19.4% | 4.4% | -6.9% | x

Carrying on:
Fields: FBPA Giardia inh | AMA1-RON2 inh | Sm TGR inh | AmpC detergent | HCV inhibitor | HCMV inh
CCOCCSc1nc2c(c(-c3cccs3)c1C#N)CC/C2=C/c1cccs1
→ -6.7% | 8.6% | 44.7µM* | -2.4% | u | -11.8
Cc1ccc(S(=O)(=O)c2cn(CC(=O)Nc3cccc(C)c3)c3cc4c(cc3c2=O)OCO4)cc1
→ x | x | -0.4% | 6.5% | x | 44.9
O=C(c1cccc([N+](=O)[O-])c1)N1CCN(c2ccc(Nc3ccccc3)nn2)CC1
→ x | x | 3.4% | 0.3% | x | 13.6
Cc1[nH]c2ccccc2c1C(=O)C(=O)N1CC(C)OC(C)C1 (stereo unspecified)
→ -2.4% | 10.8% | -10.3% | -9.6% | 26.1% | 29.2
COc1cccc(S(=O)(=O)NCc2ccc(C(=O)NCc3ccccn3)cc2)c1
→ x | 13.7% | -21.9% | -5.8% | -6.4% | -10.8
CC(=O)c1c(C)[nH]c(C(=O)CSc2nnc(-c3ccco3)o2)c1C
→ -18.5% | 5.3% | -10.9% | 5.3% | u | -5.1
Cc1ccc2c(-c3ccc([N+](=O)[O-])cc3)cc(=O)[nH]c2c1
→ 4.9% | -10.2% | -6.2% | -5.9% | 4.3% | -20.2
CCOc1ccc(NCC2CCOC(C)(C)C2)cc1 (stereo unspecified)
→ 0.0% | -9.5% | -21.1% | u | 15.3% | -8.3
CCOc1ccc(C(=O)Nc2nnc(S(=O)(=O)N3CCCCC3)s2)cc1
→ x | 11.1% | -8.8% | -1.4% | 14.8% | -18.1
CCCCn1c(N)c(N(CC(C)C)C(=O)CSCC(=O)Nc2ccc(C)cc2)c(=O)[nH]c1=O
→ x | -5.1%[11.6 µM] | 3.8% | u | 23.4% | 6.8
CCCCN(C)CCNC(=O)c1cc2c(=O)n(C)c3ccccc3c2n1C
→ x | x | -12.3% | -9.3% | x | 140.0
Cc1cc2c(SCC(=O)NCC3CCCO3)ncnc2s1 (stereo unspecified)
→ 1.8% | -6.1% | -9.0% | -5.8% | 13.0% | 10.5
COC(=O)c1sccc1NC(=O)Cn1cnc2c1c(=O)n(C)c(=O)n2C
→ -0.4% | 8.5% | u | -14.7% | 0.4% | -9.8
O=C(NCc1ccccc1)c1onc(CSc2ccccn2)c1C(=O)NCc1ccccc1
→ -0.6% | 3.8% | 12.8% | 2.3% | -18.0% | 1.7
COc1ccc(NC(=O)NS(=O)(=O)c2ccc(C)cc2)cn1
→ -5.6% | 112.4%[activator] | -23.8% | 4.3% | 9.3% | u
COc1ccc(NC(=O)CCN2C(=O)C3C4C=CC(C4)C3C2=O)cc1 (stereo unspecified)
→ 2.6% | -11.2% | x | 1.5% | 0.1% | 6.3
COc1ccc(Nc2n[nH]c(N)c2C(N)=O)cc1
→ 5.6% | 7.2% | 11.2% | 2.2% | 18.9% | -23.7
O=C(Cc1ccc(NC(=O)C2CCCN(C(=O)C3CCCC3)C2)cc1)Nc1ccc(C(=O)N2CCOCC2)cc1 (stereo unspecified)
→ x | 0.6% | x | x | 16.9% | 0.8
Cc1cccc(-c2noc(-c3ccccc3C(=O)NCc3ccco3)n2)c1
→ -8.1% | -21.3% | 22.4µM* | -0.5% | -9.8% | 30.4
CCN(CC)c1ccc2cc(-c3nc(-c4cccs4)no3)c(=O)oc2c1
→ x | x | 0.1% | 22.5% | x | -10.5
O=C(CNc1cccc2ccccc12)N/N=C/c1ccc([N+](=O)[O-])cc1
→ -3.0% | 12.1% | 2.4% | u | 10.7% | 7.1
C=CCc1ccc(OCC(O)CN2CCN(Cc3ccccc3)CC2)c(OC)c1 (stereo unspecified)
→ -13.6% | -1.9% | x | 0.5% | -23.4% | u
CCCN(CC(=O)Nc1ccccc1OC)C(=O)CN1C(=O)NC2(CCCCC2)C1=O
→ x | 0.4% | -10.0% | 0.2% | 15.7% | -34.1
CCN(CCCNC(=O)C1CCC(=O)N1Cc1ccc(F)cc1)c1cccc(C)c1 (stereo unspecified)
→ -1.3% | -6.2% | 2.8% | 4.8% | -11.2% | -18.0
NC(=O)c1cc([N+](=O)[O-])c(Cl)cc1NCc1ccccn1
→ x | 75.6%[activator] | -25.8% | -7.2% | u | -5.2

Random excerpt: two records from the list
Fields: FBPA Giardia inh | AMA1-RON2 inh | Sm TGR inh | AmpC detergent | HCV inhibitor | HCMV inh
C=CCc1ccc(OCC(O)CN2CCN(Cc3ccccc3)CC2)c(OC)c1 (stereo unspecified)
→ -13.6% | -1.9% | x | 0.5% | -23.4% | u
COc1ccc(NC(=O)CCN2C(=O)C3C4C=CC(C4)C3C2=O)cc1 (stereo unspecified)
→ 2.6% | -11.2% | x | 1.5% | 0.1% | 6.3
